Compound activity as filed in PubChem BioAssay.
XBP1 UPR activ: adaptive UPR (XBP1) activation; 330,000 compounds, 0.33% hits; activation, % at 20 µM; CHO-XBP1 luciferase reporter, IRE1-XBP1 UPR activation, luminescence; percent of tunicamycin response, DMSO as zero;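 active = versus positive control, 20 µM dose yields 30% or more activation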;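 also: 100% = tunicamycin at 10 µg/mL and 0% = DMSO only wells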
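Assay system: IRE1-XBP1 luciferase reporter CHO line. Input: 1000 cells/well. Buffer or medium: F12 with 10% serum. Doses: 20 µM, 1% DMSO. Times: overnight seeding at 37 °C, 6 h compound treatment at 37 °C. Technique: Steady-Glo luciferase glow luminescence, 10 min after reagent addition.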
APJ ag: activates the human apelin receptor APJ; CHO-K1 APJ PathHunter beta-arrestin, luminescence; 0% DMSO wells, 100% apelin; 330,000 compounds, 0.11% hits; activation, % at 20 µM; P35414;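 active = activation more than six SD over the plate average, tested at 20 µM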;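 also: 0% = DMSO alone and 100% = apelin-13 at 10 nM; some results filed as inactive read as strong as hits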
Target sequence (P35414 whole entry, looked up): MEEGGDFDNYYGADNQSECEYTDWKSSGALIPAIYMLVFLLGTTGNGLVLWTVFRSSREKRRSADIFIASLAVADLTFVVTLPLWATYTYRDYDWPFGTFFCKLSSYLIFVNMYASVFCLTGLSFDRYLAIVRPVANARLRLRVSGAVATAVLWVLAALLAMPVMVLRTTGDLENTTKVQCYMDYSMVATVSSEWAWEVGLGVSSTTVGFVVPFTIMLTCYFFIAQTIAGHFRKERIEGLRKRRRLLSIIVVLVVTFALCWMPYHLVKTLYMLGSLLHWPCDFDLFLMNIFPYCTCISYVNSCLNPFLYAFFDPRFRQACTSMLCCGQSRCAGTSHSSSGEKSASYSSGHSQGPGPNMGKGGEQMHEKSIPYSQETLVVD
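Assay system – PathHunter CHO-K1 APJ (AGTRL-1) beta-arrestin reporter cells · Compound – one dose, 20 µM compound, 1% DMSO · Timing – compound 90 min 25 °C, reagent 1 h · Measured by – luminescence from split beta-galactosidase complementation, Galacton Star/Emerald II substrate · Measure – beta-arrestin recruitment to APJ as agonist activity, luminescent signal · Benchmarks – DMSO vs Apelin-13 10 nM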
EBI2 antag: blocks human EBI2 receptor beta-arrestin signaling; inhibition, % at 5 µM; P32249; 360,000 compounds, 0.81% hits; EBI2 beta-arrestin recruitment, luminescence, 7a,25-OHC stimulated; in the data active = inhibition above about 38%;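 also: enzyme fragment complementation signal reports receptor beta-arrestin coupling in cells; 0% = agonist plus DMSO wells and 100% = wells without agonist; some results beyond the cut were filed as inactive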
CHOP UPR activ: activators of apoptotic arm of unfolded protein response (CHOP); AID 449763; CHO-CHOP luciferase reporter, UPR activation, luminescence; percent of tunicamycin response over DMSO baseline; activation, % at 10 µM; 330,000 compounds, 0.34% hits;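 active = at 10 µM dose, activation of 40% or more, normalized to positive control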;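 also: 100% = tunicamycin at 10 µg/mL and 0% = DMSO alone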
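System: CHO-CHOP luciferase reporter cell line; amount: 500 cells/well; buffer or medium: F12 medium containing 10% fetal bovine serum; incubation: 6 h compound exposure at 37 °C after overnight seeding; measured by: luciferase luminescence after 10 min with Steady-Glo reagent; evaluation: % reporter activation, DMSO baseline versus tunicamycin full activation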
tim23-1 inh: inhibits growth of tim23-1 mutant yeast. S. cerevisiae tim23-1 growth, BacTiter-Glo luminescence, 24 h. inhibition, % at 20 µM. 330,000 compounds, 1.3% hits. AID 463212;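 active = growth inhibition of the mutant yeast at or above 50%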;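 also: temperature-sensitive mutant grown at 25 °C; plate controls were DMSO-treated mutant yeast for no effect and medium wells lacking yeast for full effect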
CCR6 antagonist: CCR6 (human) receptor antagonism; AID 493098; P51684; inhibition, % at 20 µM; CHO-K1 CCR6 PathHunter beta-arrestin, luminescence, CCL20-stimulated; 340,000 compounds, 0.49% hits;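 active = compounds whose inhibition of the agonist-driven luminescence signal at 20 µM reaches about 50%, limit read from the data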;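 also: cells stimulated with CCL20 at 14 nM final; plate controls were DMSO with CCL20 for no effect and DMSO without agonist for full effect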
Target sequence (P51684 whole entry, looked up): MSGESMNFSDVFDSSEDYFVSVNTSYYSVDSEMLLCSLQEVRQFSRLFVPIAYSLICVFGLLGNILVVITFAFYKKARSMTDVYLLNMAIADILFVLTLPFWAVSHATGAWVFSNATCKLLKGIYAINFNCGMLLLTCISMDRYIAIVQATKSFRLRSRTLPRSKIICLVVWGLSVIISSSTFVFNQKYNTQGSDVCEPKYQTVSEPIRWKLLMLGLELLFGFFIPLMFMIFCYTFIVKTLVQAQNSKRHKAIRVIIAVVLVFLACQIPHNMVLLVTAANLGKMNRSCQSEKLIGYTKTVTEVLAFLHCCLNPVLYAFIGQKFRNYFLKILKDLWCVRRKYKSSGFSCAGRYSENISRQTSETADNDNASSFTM
CXCR6 inh: blocks human CXCR6 beta-arrestin recruitment; O00574; CHO-K1 PathHunter CXCR6 beta-arrestin, luminescence; inhibition, % at 20 µM; 360,000 compounds, 0.36% hits; AID 602244; in the data active = inhibition above about 34%, passing the limit was not always enough;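 also: antagonist mode with CXCL16 agonist at 10 nM final; 0% = 10 nM CXCL16 with DMSO and 100% = unstimulated wells without agonist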
Target sequence (O00574 whole entry, looked up): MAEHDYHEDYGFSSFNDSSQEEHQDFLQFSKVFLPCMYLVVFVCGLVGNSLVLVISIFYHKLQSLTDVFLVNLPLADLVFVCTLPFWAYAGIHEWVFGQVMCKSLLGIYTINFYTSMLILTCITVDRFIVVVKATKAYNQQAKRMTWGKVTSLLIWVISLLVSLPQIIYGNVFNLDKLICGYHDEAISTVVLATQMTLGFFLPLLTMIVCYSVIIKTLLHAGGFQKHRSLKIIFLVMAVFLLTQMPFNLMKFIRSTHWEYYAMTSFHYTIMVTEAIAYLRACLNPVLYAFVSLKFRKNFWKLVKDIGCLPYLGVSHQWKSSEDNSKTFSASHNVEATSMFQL
APJ antagonist: APJ receptor antagonism | 330,000 compounds, 0.32% hits | inhibition, % at 20 µM | P35414 | CHO-K1 APJ beta-arrestin complementation, luminescence | AID 2521;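 active = inhibition above about 40% at 20 µM, limit read from the data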;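 also: cells challenged with 10 nM apelin-13 agonist together with compound; plate controls were apelin-13 plus DMSO wells for no effect and DMSO wells lacking apelin-13 for full effect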
Mdm2-MdmX inh: inhibitors of human Mdm2/MdmX interaction; inhibition, % at 8 µM; O15151+Q00987; 330,000 compounds, 3% hits; SaOS-2 split-luciferase Mdm2/MdmX complementation, luminescence;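 active = inhibition of at least 50% at 8 µM in the primary screen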
An asterisk follows results filed as active; x = not tested or not shown. Not all compounds are listed; count on the stated rates, not on these rows.

SMILES	XBP1 UPR activ	APJ ag	EBI2 antag	CHOP UPR activ	tim23-1 inh	CCR6 antagonist	CXCR6 inh	APJ antagonist	Mdm2-MdmX inh
CCOc1ccc(NC2OC(C)C(O)C(O)C2O)c([N+](=O)[O-])c1 (stereo not given)	-4	-5	-4	0.7	-4	-1	0	24	32
CSc1cc(-c2ccc(Cl)cc2)[nH]c(=O)c1C#N	2	-3	6	0.7	-11	4	1	19	42
C=CCNC(=O)C12CCC(C)(C(=O)[C@H]1Br)C2(C)C (stereo not given in full)	-1	-3	7	-0.5	12	-2	0	10	-11
CN(c1ccccc1)S(=O)(=O)c1cccc(NC(=O)CCNC(=O)c2ccc([N+](=O)[O-])cc2)c1	-4	5	2	-1.5	-3	7	-11	-6	18
Cc1ccc(CSC2=NCCN2C(=O)c2ccco2)cc1	0	-3	13	2.4	24	6	2	12	22
c1ccc2sc(SCSc3nc4ccccc4s3)nc2c1	1	0	13	1.4	10	10	8	-2	28
Cc1ccccc1NC(=S)NC(NC(=O)c1ccco1)C(Cl)(Cl)Cl (stereo not given)	-2	-4	-1	1.6	11	16	4	19	24
Cc1ccc(-c2cc(-c3ccccc3)c(C#N)c(Br)n2)cc1	-3	-2	11	0.3	1	4	-9	10	72*
Cc1n[nH]c(=O)c2c(NC(=O)CSc3nn(-c4ccccc4)c(=S)s3)oc(C)c12	-4	7	-1	0.8	4	10	20	12	20
O=C(NCCO)/C(=C\c1ccco1)NC(=O)c1ccco1	-6	2	0	1.5	-4	17	-5	14	5
CCOC(=O)Cc1c(C)c2c(C)nn(-c3ccccc3)c2oc1=O	4	1	3	0.6	13	6	-2	-4	-5
Cc1ccc(S(=O)(=O)NCC(=O)N2CCC(C)CC2)cc1	-1	0	-3	2.0	23	-1	-4	8	-9
Cc1cccc(-n2cnc3c(c2=O)c2nc4ccccc4nc2n3Cc2ccco2)c1	-1	-4	17	2.1	33	3	6	19	54*
CC1(C)CC(=O)C=C(NCCCNC2CCCCC2)C1	0	-2	3	0.1	-3	-5	-2	-4	22
COC(=O)c1ccccc1NC(=O)c1ccccc1N(C)S(=O)(=O)c1ccccc1	0	-2	1	0.1	26	7	-13	8	-4
Cc1c(OC(C)C(=O)NC2CC(C)(C)NC(C)(C)C2)ccc2c3c(c(=O)oc12)CCC3 (stereo not given)	-2	-1	-1	0.1	-5	5	-4	13	20
CCCc1cnc(N2CCN(C(=O)c3ccc(OC)cc3)CC2)nc1	-1	0	-3	2.4	26	1	-16	-3	18
CCC(=O)N1CCc2cc(S(=O)(=O)CCC(=O)Nc3c(C)n(C)n(-c4ccccc4)c3=O)ccc21	-2	1	x	-0.4	4	-2	x	-4	6
CCCc1cc(=O)c2ccc(OC/C(C)=N/O)cc2o1	0	-1	-3	1.0	11	2	10	2	-10
O=C(CCNC(=O)c1ccccc1Cl)NN=Cc1ccccc1[N+](=O)[O-]	0	-4	-12	-1.1	-14	-1	-4	6	14
NC(=O)C1CCN(CC(=O)NCc2ccccc2)CC1	-2	-3	-10	1.2	11	-4	0	-2	6
COc1cc2c(cc1OC)CN(Cc1ccc(F)cc1)CC2	-2	-1	-10	-0.2	-2	-7	-2	-7	11
Cc1cc2nc(SCCOC(=O)Nc3cccc(Cl)c3)nc(C)c2cc1C	-2	-5	-2	0.8	17	4	-5	6	20
Cc1nc2ccccc2n1/C(=N/S(=O)(=O)c1ccc(Br)cc1)c1ccccc1	-5	-1	x	-0.4	6	x	x	-4	7
COc1cc(NC(=O)Cn2ncc3c2-c2ccccc2OC3)cc(OC)c1OC	1	0	-4	-0.4	26	-4	-3	3	3
NS(=O)(=O)c1ccc(CCNC(=O)c2cnccn2)cc1	1	-1	-4	1.2	-1	14	0	14	1
CCN(CC)c1ccc(NC(=O)c2ccc(=O)[nH]c2)cc1S(=O)(=O)Nc1ccc(OC)cc1	-2	10	3	-1.1	10	24	5	8	31
O=[N+]([O-])c1ccc(CSc2ccc(S(=O)(=O)N3CCCCCC3)cn2)cc1	-1	3	12	0.3	25	17	8	-24	36
CC(=O)c1ccc(NC(=O)/C(=C\c2ccccc2)NC(=O)c2ccco2)cc1	0	-1	-10	-1.4	4	15	-4	11	-1
COc1ccc(/C=N/NC(=O)Cn2cnc3c2c(=O)n(C)c(=O)n3C)cc1	-3	1	0	3.1	5	1	-6	0	-1
C=CCSc1nnc(-c2ccc(Cl)cc2Cl)o1	1	-5	-4	0.8	-2	-1	1	9	-126
COc1ccc(/C=C/C(=O)OCC(=O)N2CC(=O)Nc3ccccc32)cc1	-2	-3	1	-0.4	12	13	-7	-1	21
O=C(CN(C(=O)CCC(=O)Nc1ccccn1)c1cccc(F)c1)NCc1ccc(F)cc1	-4	-2	-2	0.1	4	5	2	2	18
CC(=O)c1c(COC(=O)c2cccc(C)c2)nc2ccccc2[n+]1[O-]	2	-1	2	-1.7	29	16	-34	10	28
O=C(O)CCCC(=O)Nc1cc([N+](=O)[O-])ccc1O	-2	-4	1	0.0	0	21	15	20	6
O=[N+]([O-])c1ccc(Oc2cccc3cccnc23)c([N+](=O)[O-])c1	1	1	21	2.3	48	9	-12	-27	46
CCOC(=O)C1(Cc2ccccc2)CCN(Cc2cccn2-c2cccnc2)CC1	-3	-3	7	1.5	1	6	6	9	1
COc1ccc(C(=O)Nc2ccc(S(=O)(=O)Nc3cc(C)nc(C)n3)cc2)cc1OC	-4	-2	-8	1.2	-1	1	2	-2	12
CCN(CC(=O)Nc1c(F)cccc1F)C(=O)Cc1ccc2c(c1)CCC2	-2	-4	-3	0.1	16	1	-2	19	5
COC(=O)C1(O)CC(C(C)C)=NN1C(=O)c1ccccc1 (stereo not given)	-1	-4	0	0.1	6	-4	3	4	-21

Another view of part of the listing above:
| SMILES | XBP1 UPR activ | APJ ag | EBI2 antag | CHOP UPR activ | tim23-1 inh | CCR6 antagonist | CXCR6 inh | APJ antagonist | Mdm2-MdmX inh |
| --- | --- | --- | --- | --- | --- | --- | --- | --- | --- |
| CC(=O)c1ccc(NC(=O)/C(=C\c2ccccc2)NC(=O)c2ccco2)cc1 | 0 | -1 | -10 | -1.4 | 4 | 15 | -4 | 11 | -1 |
| COc1ccc(/C=N/NC(=O)Cn2cnc3c2c(=O)n(C)c(=O)n3C)cc1 | -3 | 1 | 0 | 3.1 | 5 | 1 | -6 | 0 | -1 |
| C=CCSc1nnc(-c2ccc(Cl)cc2Cl)o1 | 1 | -5 | -4 | 0.8 | -2 | -1 | 1 | 9 | -126 |

14 structures already listed, ordered by formula weight, low to high.
SMILES	XBP1 UPR activ	APJ ag	EBI2 antag	CHOP UPR activ	tim23-1 inh	CCR6 antagonist	CXCR6 inh	APJ antagonist	Mdm2-MdmX inh
COC(=O)C1(O)CC(C(C)C)=NN1C(=O)c1ccccc1 (stereo not given)	-1	-4	0	0.1	6	-4	3	4	-21
O=[N+]([O-])c1ccc(Oc2cccc3cccnc23)c([N+](=O)[O-])c1	1	1	21	2.3	48	9	-12	-27	46
CCOc1ccc(NC2OC(C)C(O)C(O)C2O)c([N+](=O)[O-])c1 (stereo not given)	-4	-5	-4	0.7	-4	-1	0	24	32
CC(=O)c1c(COC(=O)c2cccc(C)c2)nc2ccccc2[n+]1[O-]	2	-1	2	-1.7	29	16	-34	10	28
CCCc1cnc(N2CCN(C(=O)c3ccc(OC)cc3)CC2)nc1	-1	0	-3	2.4	26	1	-16	-3	18
c1ccc2sc(SCSc3nc4ccccc4s3)nc2c1	1	0	13	1.4	10	10	8	-2	28
Cc1ccc(-c2cc(-c3ccccc3)c(C#N)c(Br)n2)cc1	-3	-2	11	0.3	1	4	-9	10	72*
COc1ccc(/C=C/C(=O)OCC(=O)N2CC(=O)Nc3ccccc32)cc1	-2	-3	1	-0.4	12	13	-7	-1	21
CCN(CC(=O)Nc1c(F)cccc1F)C(=O)Cc1ccc2c(c1)CCC2	-2	-4	-3	0.1	16	1	-2	19	5
O=C(CCNC(=O)c1ccccc1Cl)NN=Cc1ccccc1[N+](=O)[O-]	0	-4	-12	-1.1	-14	-1	-4	6	14
CCOC(=O)C1(Cc2ccccc2)CCN(Cc2cccn2-c2cccnc2)CC1	-3	-3	7	1.5	1	6	6	9	1
O=[N+]([O-])c1ccc(CSc2ccc(S(=O)(=O)N3CCCCCC3)cn2)cc1	-1	3	12	0.3	25	17	8	-24	36
COC(=O)c1ccccc1NC(=O)c1ccccc1N(C)S(=O)(=O)c1ccccc1	0	-2	1	0.1	26	7	-13	8	-4
Cc1c(OC(C)C(=O)NC2CC(C)(C)NC(C)(C)C2)ccc2c3c(c(=O)oc12)CCC3 (stereo not given)	-2	-1	-1	0.1	-5	5	-4	13	20

The list goes on.
SMILES	XBP1 UPR activ	APJ ag	EBI2 antag	CHOP UPR activ	tim23-1 inh	CCR6 antagonist	CXCR6 inh	APJ antagonist	Mdm2-MdmX inh
O=C(Nc1ccccc1)c1cc(-c2ccccc2Cl)no1	4	-2	5	7.7	15	8	2	-3	-89
COc1ccc2c(c1)C(NC(C)=O)C(=O)N2CCc1ccccc1 (stereo not given)	-1	-2	-2	0.9	2	4	1	24	5
C(=N\Nc1ccc2nncn2n1)/c1ccco1	-1	1	-7	0.4	5	-5	5	-7	-3
Cc1cc(C=C2C(=O)c3ccccc3C2=O)c(C)n1-c1ccc(C(=O)O)cc1	1	-4	1	-1.2	24	5	13	5	5
O=C(CN1CCN(c2ccc(O)cc2)CC1)N(C1CC1)C1CCS(=O)(=O)C1 (stereo not given)	-3	-2	-19	-1.2	-14	-2	5	-2	7
S=C(NC1CC1)SCc1ccco1	-4	-6	-10	-1.4	3	14	6	-3	21
O=C(COc1cccnc1[N+](=O)[O-])N1CCN(S(=O)(=O)c2ccc3ccccc3c2)CC1	-3	2	-9	-1.9	13	-3	-13	1	24
O=C(O)CCCCNCc1ccccc1	3	-2	1	0.2	8	1	8	-6	5
O=C(CCn1cccn1)N1CCCC(N2CCN(c3cccc(Cl)c3)CC2)C1 (stereo not given)	3	-8	8	-0.5	2	3	-9	14	11
Cc1cc(OCC(=O)c2ccc(Br)cc2)ccc1N1C(=O)CCC1=O	2	-3	2	-0.5	8	-2	-5	3	9
O=C(NCC1CCCO1)c1ccccc1NS(=O)(=O)c1cccs1 (stereo not given)	-1	-3	3	1.1	7	10	11	-6	-11
CC(C)(C)c1ccc(C(=O)c2c[nH]c(C(=O)NCc3ccco3)c2)cc1	0	2	-27	2.8	-4	4	-9	-11	32
COc1ccc(/C=N/NC(=O)C(=O)N2CCCC2)cc1	-3	-2	-2	2.7	-4	4	11	-13	-40
COc1ccc(NC(C)=O)cc1NC(=O)CN1CCN(C(=O)c2ccco2)CC1	0	-3	-7	1.5	-1	-14	0	-12	8
CCN1CCN(Cc2c(O)ccc3c(=O)c(-c4ccccc4OC)coc23)CC1	0	0	6	-0.2	-3	-1	5	-3	26
